Compound activity (PubChem)
FXIIa inh 1536: factor XIIa (human) inhibition; P00748; purified FXIIa, Boc-QGR-AMC fluorogenic substrate, 2 h; inhibition, % at 5 µM; hit rate 0.3% among 220,000; in the data active = inhibition above about 40%;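 also: 0% = enzyme with no compound and 100% = blank without enzyme; many of its hits are not listed in these tables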
Target sequence (P00748 20-372 limits assumed): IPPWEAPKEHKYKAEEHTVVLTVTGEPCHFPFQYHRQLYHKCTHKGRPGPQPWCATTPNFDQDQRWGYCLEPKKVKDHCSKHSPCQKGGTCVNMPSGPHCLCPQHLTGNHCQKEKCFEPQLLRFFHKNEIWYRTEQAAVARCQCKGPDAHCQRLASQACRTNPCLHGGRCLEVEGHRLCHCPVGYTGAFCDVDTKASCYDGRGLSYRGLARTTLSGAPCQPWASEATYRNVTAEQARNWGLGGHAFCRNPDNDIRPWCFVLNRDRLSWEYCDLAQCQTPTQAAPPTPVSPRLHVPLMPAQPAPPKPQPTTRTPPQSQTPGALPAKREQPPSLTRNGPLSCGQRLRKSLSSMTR
Target sequence (P00748 373-615 limits assumed): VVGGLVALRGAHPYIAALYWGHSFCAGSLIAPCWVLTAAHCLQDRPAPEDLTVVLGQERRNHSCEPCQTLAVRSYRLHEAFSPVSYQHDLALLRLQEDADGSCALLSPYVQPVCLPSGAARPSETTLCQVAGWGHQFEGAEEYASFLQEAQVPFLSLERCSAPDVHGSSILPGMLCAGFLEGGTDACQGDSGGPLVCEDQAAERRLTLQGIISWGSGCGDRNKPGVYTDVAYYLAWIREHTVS
CHOP inh: CHOP inhibition in unfolded protein response; hit rate 3.8% among 220,000; CHO-K1 CHOP-promoter luciferase, tunicamycin-induced, 15-18 h; inhibition, % at 10 µM;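 active = compounds that reduced the stress-induced luciferase reporter signal by more than about 70% of percent inhibition, limit read from the data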;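 also: 0% = tunicamycin plus vehicle and 100% = wells without tunicamycin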
Tb hexokinase: T. brucei hexokinase 1 inhibition. recombinant TbHK1, G6PDH-coupled NADH A340. hit rate 0.11% among 220,000. inhibition, % at 10 µM. AID 1430;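 active = inhibition of 50% or more in the single-dose primary screen; inactive = inhibition below 50%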
FXIa inh: factor XIa (human) inhibition. hit rate 0.14% among 220,000. purified FXIa, Boc-Glu-Ala-Arg-AMC fluorogenic substrate. AID 798. inhibition, % at 5 µM;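 active = inhibition of at least 40%; inactive = inhibition below 40%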;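 also: fluorescence of freed AMC excited at 355 nm; 0% = enzyme without compound and 100% = no enzyme blank; many of its hits are not listed in these tables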
Wee1 stabilizer: inhibitors of human Wee1 degradation | P30291 | HeLa Luc-Wee1K328M stability, luciferase luminescence; 100% = proteasome inhibitor MG132 effect | reporter increase, % at 5 µM | hit rate 1.2% among 220,000 | AID 1321;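 active = activation above the mean of all tested compounds plus 3 SD, set per screening run, cut at about 8.8% in these data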;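 also: cells exposed to compound for 20 h before luminescence read; 0% = DMSO alone and 100% = MG132 at 30 µM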
EP2 antag: inhibitors of human EP2 prostaglandin E2 receptor | P43116 | C6 glioma cells expressing human EP2, cAMP TR-FRET; cells stimulated with saturating PGE2 | inhibition, % at 25 µM | hit rate 0.52% among 260,000;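 active = percent inhibition above 40 after rounding to a whole number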;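 also: rat C6 glioma host cells with rolipram phosphodiesterase inhibitor present; the protocol text gives 20 µM as final concentration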
Target sequence (P43116 whole entry, looked up): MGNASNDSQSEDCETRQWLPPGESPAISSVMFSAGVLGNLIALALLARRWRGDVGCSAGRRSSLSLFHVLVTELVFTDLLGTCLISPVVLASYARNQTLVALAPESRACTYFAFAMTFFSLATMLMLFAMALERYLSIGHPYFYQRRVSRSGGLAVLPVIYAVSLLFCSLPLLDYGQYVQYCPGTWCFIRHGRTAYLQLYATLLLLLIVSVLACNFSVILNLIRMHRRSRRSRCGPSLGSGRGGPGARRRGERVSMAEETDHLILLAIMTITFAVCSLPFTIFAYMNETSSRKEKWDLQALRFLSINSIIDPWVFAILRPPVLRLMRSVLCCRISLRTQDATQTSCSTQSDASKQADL
TNF necrop inh: inhibitors of TNF-alpha induced necroptosis in Jurkat FADD-/- cells. Jurkat FADD-/- TNF necroptosis rescue, ATP luminescence, 24 h; 0 = TNF only, 100 = no-TNF cells. activation (protection from cell death), % at 10 µM. hit rate 0.068% among 220,000. AID 463075;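 active = activation, meaning protection from cell death, of at least 50% relative to plate controls; inactive = activation below 50%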;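 also: necroptosis triggered by 40 ng/mL TNF-alpha added together with compound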
PPC-1+TRAIL kill: kills PPC-1 cancer cells in the presence of TRAIL; cell killing (% activity), % at 4 µM; PPC-1 cells + TRAIL, ATPLite viability luminescence; hit rate 0.41% among 220,000; AID 1443;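 active = cell killing above 50% in the first pass at 4 µM, then a duplicate retest at 5 µM averaging 50% or more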;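 also: plate controls were cells with TRAIL plus DMSO for no effect and medium-only wells lacking cells for full effect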
L929 necroptosis: L929 zVAD cell death inhibition; viability rescue, % at 10 µM; hit rate 0.38% among 220,000; AID 1377; L929 zVAD necroptosis rescue, ATP luminescence, 24 h; with zVAD 60 µM;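 active = activation, scaled between plate controls, above about 75%, limit read from the data; inactive = activation under that limit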;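 also: 0% = zVAD with DMSO and 100% = DMSO alone without zVAD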
Numbers without * were called inactive; · = no result given; & = joins results of further samples. Only part of the results is shown; count on the stated rates, not on these rows.

SMILES	FXIIa inh 1536	CHOP inh	Tb hexokinase	FXIa inh	Wee1 stabilizer	EP2 antag	TNF necrop inh	PPC-1+TRAIL kill	L929 necroptosis
CCOC(=O)c1sc2nc(N3CCOCC3)c3c(c2c1N)CCCC3	10	48	-2	1	-1	13	-2.3	12	0.1
O=C(CCn1c(=S)oc2ccccc21)NCCC1=CCCCC1	1	9	-2	-2	11*	8	1.8	-8	0.2
Cc1cnc(C(=O)Nc2nnc(C(C)C)s2)cn1	14	-7	-18	11	4	2	-1.1	-7	0.1
Cc1noc2ncnc(Oc3ccccc3)c12	14	16	6	0	-2	7	-3.3	1	-0.2
COC(=O)c1ccc(CSc2nc3scc(-c4cccs4)c3c(=O)[nH]2)o1	8	28	3	3	-1	3	-3.9	-3	-0.3
CCN(CC)c1ccc(SS(=O)(=O)O)cc1	13&-5	5&12	9&3	19&4	4&1	8&1	-1.0&-0.9	18&10	0.1&0.2
COc1ccccc1C(=O)Nn1c(C2CCC2)nc2ccccc2c1=O	6	26	1	2	-2	7	-7.6	-8	-0.3
O=c1c2ccccc2nc2n1C(CSc1ccc(F)cc1)CN2 (stereo not given)	-9	-2	-6	-6	-2	11	-2.0	12	-0.2
CCOC(=O)c1c(CSc2ccccc2)oc2cc(Br)c(O)c(CN(C)C)c12	6	20	-28	3	-2	8	3.1	-9	-0.2
COc1cccc(C=Nc2cccc3c(=O)[nH][nH]c(=O)c23)c1O	7	-2	-2	-3	-1	10	0.2	11	3.3
O=C(c1ccccc1)N1CCN(C2CC3CCC2C3)CC1 (stereo not given)	4	24	-1	2	-1	7	1.3	18	0.9
COc1ccc(CCNC(=O)c2nc3ncccn3n2)cc1OC	-5	-4	3	-10	0	9	-0.7	8	-0.6
CNc1ccc(/C=C(\CCC(=O)O)c2nc3ccccc3s2)cc1[N+](=O)[O-]	14	29	-18	15	4	5	0.6	12	0.0
CC(C)C1C(C#N)=C(N)Oc2n[nH]c(-c3ccc4ccccc4c3)c21 (stereo not given)	7	0	-10	5	0	133*	-6.5	-24	-0.3
N#Cc1sc2nc3c(c(-c4ccco4)c2c1N)CCCC3	16	66	-1	6	-2	·	-0.2	-11	-0.1
CC1(C)S/C(=N/N=C/c2cccs2)NC1=O	14	8	-39	1	-2	25	-1.0	-26	0.1
OC(CCCN1CCCCC1)(c1ccccc1)c1ccccc1	6	-1	1	-1	0	17	1.3	3	-0.7
O=C(NCCOc1ccccc1)C(=O)c1c[nH]c2ccccc12	7	-6	-15	2	0	5	3.0	6	-0.9
Cc1ccc(C)c(N2CCN(c3nc4ccccc4c(=O)n3Cc3ccccc3)CC2)c1	1	26	-6	-5	0	11	-1.5	19	-0.1
COC(=O)c1ccc(Cc2ccc(C(=O)OC)o2)o1	31	-40	2	20	0	9	1.1	8	-0.2
CC(C)(C)c1cc(-c2nc(N)nc(N)n2)cc(C(C)(C)C)c1	4	103*	4	-2	-1	5	-0.2	14	2.5
Cc1ccc(-c2nc3ccccc3nc2Cl)cc1	-1	-16	0	-5	0	8	0.1	0	5.6
Cn1nc(C(C)(C)C)c([N+](=O)[O-])c1C(N)=O	2	2	-1	-1	0	7	0.1	11	0.4
CN1CCN(Cc2c(O)ccc3c(-c4ccccc4)cc(=O)oc23)CC1	8	16	-8	6	3	8	0.5	5	-0.1
O=C(CSc1cccc2cccnc12)N/N=C/c1cccnc1	-5	43	-4	-6	2	9	-5.4	5	4.6
Cc1cccc(NC(=O)C2(c3ccccc3)CC2(Cl)Cl)c1 (stereo not given)	10	45	7	-2	-2	8	-0.1	6	0.4
O=C(Nc1ccc(N2CCN(C(=O)c3ccco3)CC2)cc1)c1cccs1	9	0	-11	2	0	13&5	2.8	3	0.1
O=C(O)CC(NC(=O)C(c1ccccc1)c1ccccc1)c1ccco1 (stereo not given)	12	25	-2	2	0	12	-1.6	-4	-0.5
COc1cc(S(=O)(=O)Nc2ccc(C)cc2)ccc1NC(=O)c1ccncc1	3	8	-7	-6	1	1	2.3	-6	0.6
C/C(=N/NC(=O)CSc1ccccn1)c1ccc([N+](=O)[O-])cc1	19	13	-10	11	3	1	0.6	10	0.3
CSc1nc2nccc(-c3ccc4c(c3)OCO4)n2n1	8	-2	-29	2	-2	11	-1.4	15	1.0
Fc1ccc(CCNC(=S)Nc2ccc(F)cc2)cc1	-1	-9	-1	-4	-1	4	-1.6	2	1.2
O=C1CN(C(=O)Cn2ncc(Cl)c(Cl)c2=O)c2ccccc2N1	9	92*	-8	0	-1	5	-15	38	1.6
COc1ccc(CCNc2ncnc3cc(OC)c(OC)cc23)cc1OC	3	44	-3	-1	0	6	-4.6	19	2.9
Cc1ccc(-c2nn(-c3cccc(F)c3)cc2CN2CCN(c3ccccn3)CC2)o1	4	33	-18	-1	4	5	0.0	10	0.5
CCOC(=O)C1CCCN(c2cc(=O)n(C3CCCCC3)c(=O)[nH]2)C1 (stereo not given)	11	8	-2	-1	-1	-1	0.2	-8	4.1
Cc1ccc2c(c1)nc(NCCCO)n2C	5	7	-1	1	0	19	0.2	0	0.0
O=C(O)CSc1c2c(nc3cc(C(=O)N4CCOCC4)ccc13)CCCC2	8	-4	-18	-3	3	7	0.0	10	0.8
CN1CCN(CCCN(Cc2cccs2)C(=S)Nc2ccc(Cl)cc2)CC1	3	17	-2	-4	1	12	1.5	-6	-0.4
COc1ccc(CN2CC(C(=O)NCc3cccc(OC)c3)CC2=O)cc1 (stereo not given)	-1	23	1	1	-3	10	-0.1	3	1.3
Cc1ccc(NCc2nnc(SCC(=O)N3CCc4ccccc43)n2C)cc1	9	6	-7	4	1	7	-3.6	19	0.0
S=C(Nc1ccccc1)N1CCn2cccc2C1c1cccnc1 (stereo not given)	17	9	33	5	-2	3	-0.2	6	0.1
Cc1ccc(-n2c(SCC(=O)N/N=C/c3ccccc3C(=O)O)nnc2-c2ccccc2)cc1	1	8	-11	0	2	8	4.8	3	1.0
FC(F)(F)c1cccc(CNc2ncccc2-c2nc3cc(Cl)ccc3o2)c1	5	4	-6	9	7	3	0.3	2	0.2
CCN(CC(=O)Nc1cccc(S(=O)(=O)N2CCCC2)c1)CC(=O)Nc1ccccc1OC	3	4	-2	1	0	8	-0.2	4	-0.2
CCCCNC(=S)NNC(=O)c1csc(C)c1C	9	3	39	10	0	9	1.3	14	0.3
Cc1ccc(C(=O)NC(=S)Nc2cccc(-c3nc4ccccc4s3)c2)cc1	5	16	-14	3	1	15	-2.2	4	0.1
FC(F)Oc1cccc(NC(=S)N2CCN(c3ccccn3)CC2)c1	-2	-5	1	-5	0	5	-1.2	-9	1.4
COc1ccc2c(c1)c(=O)cc(C)n2CC(=O)NCc1ccco1	-7	-6	1	-6	0	14	1.0	-3	0.4
Brc1ccc(C2=NC(Cc3ccccc3)CO2)cc1 (stereo not given)	7	7	1	-1	0	3	2.0	10	2.9
CCOC(=O)c1[nH]cnc1C(=O)Nc1ccc(C)cc1	-1	35	-11	-5	2	6	-2.8	12	0.4
CC(C)CCNC(=O)C(c1ccco1)N(Cc1ccc(F)cc1)C(=O)c1snc(C(N)=O)c1N (stereo not given)	17	29	-6	6	2	8	-5.1	4	-0.2
O=C(CSc1nc2c(cnn2-c2ccc(F)cc2)c(=O)[nH]1)N1CCCc2ccccc21	11	56	-1	-4	-1	7	0.1	7	0.9
CCOC(=O)c1nnc(-c2cccs2)nc1NC(C)C	2	22	-18	0	-3	12	-4.3	-25	-0.1
O=C(O)CCSCCC(=O)O	9	-3	-2	2	-1	5	0.8	13	0.4
O=C(CN(Cc1ccccc1)C(=O)CCC(=O)Nc1nccs1)NCc1ccco1	5	-4	-2	-3	3	8	2.4	-7	0.9
O=C(NCc1ccccc1)C(c1cccs1)N(Cc1cccs1)C(=O)c1cnccn1 (stereo not given)	-14	-6	1	-9	-1	15&10	-9.3	10	-0.1
CC1CCN(C(=O)c2cc3ccccc3o2)CC1	15	18	-9	3	2	7	-0.7	-29	0.0
COc1ccc(NC(=O)c2noc(C(C)C)c2[N+](=O)[O-])cc1	13	-5	-2	4	1	5	-0.4	20	1.5
CC(=O)/C(=C/N(C)C)Sc1ccc(C)cc1	15	25	-6	4	1	4	0.0	-12	1.2
(cont.)
SMILES	FXIIa inh 1536	CHOP inh	Tb hexokinase	FXIa inh	Wee1 stabilizer	EP2 antag	TNF necrop inh	PPC-1+TRAIL kill	L929 necroptosis
COC(=O)c1ccccc1NC(=O)Nc1cc(C)cc(C)n1	-6	-1	1	0	7	10	-2.0	-13	0.4
CCOc1ccccc1-n1c(SCC(=O)N(CC)CC)nnc1-c1ccccn1	28	18	-1	16	-2	6&7	-1.5	-22	-0.2
COc1cc(OC)c(OC)cc1CNc1cc(C)ccc1OC	9	52	7	-8	1	9	-0.8	7	-0.2
O=C1Nc2ccc(S(=O)(=O)N3CCCC3)c3cccc1c23	19	6	-21	10	3	7&15	-2.3	5	-0.5

Of the compounds above, these have a furan ring, fused or not.
SMILES	FXIIa inh 1536	CHOP inh	Tb hexokinase	FXIa inh	Wee1 stabilizer	EP2 antag	TNF necrop inh	PPC-1+TRAIL kill	L929 necroptosis
COC(=O)c1ccc(CSc2nc3scc(-c4cccs4)c3c(=O)[nH]2)o1	8	28	3	3	-1	3	-3.9	-3	-0.3
CCOC(=O)c1c(CSc2ccccc2)oc2cc(Br)c(O)c(CN(C)C)c12	6	20	-28	3	-2	8	3.1	-9	-0.2
N#Cc1sc2nc3c(c(-c4ccco4)c2c1N)CCCC3	16	66	-1	6	-2	·	-0.2	-11	-0.1
COC(=O)c1ccc(Cc2ccc(C(=O)OC)o2)o1	31	-40	2	20	0	9	1.1	8	-0.2
O=C(Nc1ccc(N2CCN(C(=O)c3ccco3)CC2)cc1)c1cccs1	9	0	-11	2	0	13&5	2.8	3	0.1
O=C(O)CC(NC(=O)C(c1ccccc1)c1ccccc1)c1ccco1 (stereo not given)	12	25	-2	2	0	12	-1.6	-4	-0.5
Cc1ccc(-c2nn(-c3cccc(F)c3)cc2CN2CCN(c3ccccn3)CC2)o1	4	33	-18	-1	4	5	0.0	10	0.5
COc1ccc2c(c1)c(=O)cc(C)n2CC(=O)NCc1ccco1	-7	-6	1	-6	0	14	1.0	-3	0.4
CC(C)CCNC(=O)C(c1ccco1)N(Cc1ccc(F)cc1)C(=O)c1snc(C(N)=O)c1N (stereo not given)	17	29	-6	6	2	8	-5.1	4	-0.2
O=C(CN(Cc1ccccc1)C(=O)CCC(=O)Nc1nccs1)NCc1ccco1	5	-4	-2	-3	3	8	2.4	-7	0.9
CC1CCN(C(=O)c2cc3ccccc3o2)CC1	15	18	-9	3	2	7	-0.7	-29	0.0
